# Screens (PubChem BioAssay)
# BioA inh – blocks M. tuberculosis BioA enzyme activity; purified M. tuberculosis BioA enzyme, plate reader; inhibition, % at 9.99 µM; actives 0.096% (n = 360,000); AID 602481; in the data active = inhibition above about 40%
# Numbers without * were called inactive.
# A first look, five compounds:
> O=C(C[C@H]1C[C@@H]2c3cc(NC(=O)Nc4ccccc4F)ccc3O[C@@H]2[C@@H](CO)O1)NCc1ccc2c(c1)OCO2
  BioA inh: -0.6
> CN1[C@@H]2Cn3c(ccc(-c4ccncc4)c3=O)[C@H]1[C@@H](C(=O)NC1CCCCC1)[C@@H]2CO
  BioA inh: -2.4
> CO[C@H](CN(C)Cc1nccs1)[C@H](C)CN([C@@H](C)CO)S(=O)(=O)c1ccc(C)cc1
  BioA inh: 0.7
> CC(C)NC(=O)N(C)C[C@@H]1OCCCC[C@H](C)Oc2ccc(N(C)C)cc2C(=O)N([C@@H](C)CO)C[C@@H]1C
  BioA inh: 1.7
> Cc1noc(C)c1NC(=O)N(C)C[C@@H]1Oc2ccc(NC(=O)Nc3ccccc3)cc2C(=O)N([C@H](C)CO)C[C@@H]1C
  BioA inh: -0.7

# The list itself, from the first entry:
> O=C(C[C@H]1C[C@@H]2c3cc(NC(=O)Nc4ccccc4F)ccc3O[C@@H]2[C@@H](CO)O1)NCc1ccc2c(c1)OCO2
  BioA inh: -0.6
> CN1[C@@H]2Cn3c(ccc(-c4ccncc4)c3=O)[C@H]1[C@@H](C(=O)NC1CCCCC1)[C@@H]2CO
  BioA inh: -2.4
> CO[C@H](CN(C)Cc1nccs1)[C@H](C)CN([C@@H](C)CO)S(=O)(=O)c1ccc(C)cc1
  BioA inh: 0.7
> CC(C)NC(=O)N(C)C[C@@H]1OCCCC[C@H](C)Oc2ccc(N(C)C)cc2C(=O)N([C@@H](C)CO)C[C@@H]1C
  BioA inh: 1.7
> Cc1noc(C)c1NC(=O)N(C)C[C@@H]1Oc2ccc(NC(=O)Nc3ccccc3)cc2C(=O)N([C@H](C)CO)C[C@@H]1C
  BioA inh: -0.7
> CCCN(C)C[C@H]1OCCCC[C@@H](C)Oc2ccc(NC(=O)Nc3ccc(OC)cc3)cc2C(=O)N([C@H](C)CO)C[C@@H]1C
  BioA inh: -3.2
> CC=Cc1ccc2n(c1=O)C[C@@H]1[C@@H](CO)[C@H](C(=O)NCc3ccc(F)cc3)[C@H]2N1CC (mixture of isomers)
  BioA inh: -0.6
> CCCNC(=O)C[C@@H]1C[C@H]2c3cc(NC(=O)C4CCOCC4)ccc3O[C@H]2[C@@H](CO)O1
  BioA inh: -0.6
> C[C@@H]1CCCCO[C@@H](CN(C)C(=O)Nc2ccccc2)[C@@H](C)CN([C@H](C)CO)C(=O)c2cc(NS(=O)(=O)c3ccc(F)cc3)ccc2O1
  BioA inh: -1.7
> C[C@H](CO)N1C[C@H](C)[C@H](CN(C)C(=O)CC2CC2)Oc2cc(-c3ccccc3)ccc2S1(=O)=O
  BioA inh: 5.1

> CCCN(C)C[C@@H]1Oc2ncc(-c3ccccc3OC)cc2C(=O)N([C@H](C)CO)C[C@@H]1C
  BioA inh: 2.7
> CCC(=O)N[C@H]1C=C[C@H](CC(=O)NCc2ccc(OC)cc2)O[C@H]1CO
  BioA inh: 1.6
> N#C[C@@H]1[C@@H](c2ccccc2)[C@@H](CO)N1S(=O)(=O)c1cccc(F)c1
  BioA inh: -0.9
> CO[C@H]1CN(C)C(=O)c2cc(NC(C)=O)ccc2OC[C@H](C)N(C(=O)Cc2cccnc2)C[C@H]1C
  BioA inh: 7.6
> C[C@H](CO)N1C[C@H](C)[C@@H](CN(C)C)Oc2cc(-c3ccncc3)ccc2S1(=O)=O
  BioA inh: 7.0
> COc1ccc(NC(=O)Nc2ccc3c(c2)C(=O)N([C@H](C)CO)C[C@H](C)[C@@H](CN(C)S(=O)(=O)c2cn(C)cn2)OCCCC[C@@H](C)O3)cc1
  BioA inh: 0.9
> C[C@@H]1CN([C@@H](C)CO)C(=O)c2cc(C3=CCCC3)cnc2O[C@@H]1CN(C)C(=O)Nc1cccc(F)c1
  BioA inh: 6.2
> CC(C)NC(=O)Nc1ccc2c(c1)CC(=O)N([C@H](C)CO)C[C@@H](C)[C@H](CN(C)Cc1ccc(-c3ccccc3)cc1)O2
  BioA inh: -0.9
> O=C(c1ccncc1)N1CCCCN2[C@H](CO)[C@H](c3ccc(-c4ccccc4)cc3)[C@@H]2C1
  BioA inh: 2.0
> CO[C@@H]1CN(C)C(=O)c2ccc(NC(=O)Nc3cc(F)ccc3F)cc2OC[C@H](C)N(C(=O)c2ccccn2)C[C@H]1C
  BioA inh: 1.3

> CN(C)C(=O)c1ccc(-c2ccc([C@@H]3[C@@H](CO)N4CCCCN(Cc5cncnc5)C[C@@H]34)cc2)cc1
  BioA inh: -2.5
> C[C@H](NC(=O)N(C)C[C@H]1OCc2ccccc2-c2c(n(C)c3ccccc23)C(=O)N([C@H](C)CO)C[C@@H]1C)c1ccccc1
  BioA inh: 1.2
> COc1ccc(S(=O)(=O)Nc2ccc3c(c2)C(=O)N([C@H](C)CO)C[C@@H](C)[C@H](CN(C)S(=O)(=O)c2ccc(C)cc2)OCCCC[C@@H](C)O3)cc1
  BioA inh: -4.6
> C[C@H](CO)N1C[C@H](C)[C@H](CN(C)C(=O)Nc2ccccc2)OCCCC[C@H](C)Oc2ccc(NC(=O)CCC(F)(F)F)cc2C1=O
  BioA inh: 2.7
> Cn1cnc(S(=O)(=O)N2CCCCN3[C@H](CO)[C@@H](c4ccc(-c5ccc(F)cc5)cc4)[C@H]3C2)c1
  BioA inh: 0.3
> CC(C)NC(=O)N(C)C[C@H]1OCCCC[C@@H](C)Oc2ccc(NC(=O)Nc3ccc(F)cc3)cc2C(=O)N([C@H](C)CO)C[C@@H]1C
  BioA inh: 0.0
> COCC(=O)Nc1ccc2c(c1)C(=O)N(C)C[C@@H](OC)[C@H](C)CN(Cc1ccncc1)[C@@H](C)CO2
  BioA inh: -1.9
> C[C@@H]1CN([C@H](C)CO)C(=O)c2cccc(NC(=O)c3ccncc3)c2O[C@@H]1CN(C)S(=O)(=O)c1cccs1
  BioA inh: -1.3
> C[C@H](CO)N1C[C@H](C)[C@@H](CN(C)C(=O)Nc2ccc(C(F)(F)F)cc2)OCCCC[C@H](C)Oc2ccc(NS(=O)(=O)c3ccccc3)cc2C1=O
  BioA inh: -3.0
> C[C@@H]1CN([C@H](C)CO)C(=O)c2cc(/C=C/c3ccccc3)cnc2O[C@H]1CN(C)Cc1ccccc1
  BioA inh: -0.6

> C[C@@H]1CN([C@H](C)CO)S(=O)(=O)c2ccc(/C=C/c3ccccc3)cc2O[C@@H]1CN(C)CC1CC1
  BioA inh: -1.1
> C[C@H](O)C#Cc1ccc2c(c1)O[C@@H](CN(C)C(=O)Nc1ccccc1)[C@@H](C)CN([C@@H](C)CO)S2(=O)=O
  BioA inh: 0.7
> CCCN1[C@@H]2c3ccc(/C=C/c4ccccc4)c(=O)n3C[C@H]1[C@H](CO)[C@H]2C(=O)NCC1CC1
  BioA inh: -0.5
> Cc1noc(C)c1NC(=O)N[C@H]1C=C[C@H](CC(=O)NCCCN(C)C)O[C@@H]1CO
  BioA inh: 0.1
> C[C@@H]1CN([C@H](C)CO)C(=O)c2cc(NC(=O)Nc3ccccc3)ccc2O[C@H]1CN(C)C(=O)Nc1ccc(C(F)(F)F)cc1
  BioA inh: 5.8
> Cc1noc(C)c1NC(=O)Nc1ccc2c(c1)C(=O)N([C@@H](C)CO)C[C@@H](C)[C@@H](CN(C)C)OCCCC[C@H](C)O2
  BioA inh: -2.5
> CN(C)C(=O)[C@H]1[C@H](CO)[C@H]2Cn3c(ccc(-c4cncnc4)c3=O)[C@H]2N1Cc1cc(F)ccc1F
  BioA inh: 0.4
> COc1ccccc1CNC(=O)C[C@@H]1C[C@H]2c3cc(NC(=O)NC4CCCC4)ccc3O[C@H]2[C@H](CO)O1
  BioA inh: 1.6
> CC(=O)N1CC[C@@H]2[C@@H](CO)Nc3ccc(C#Cc4cccnc4)cc3[C@@H]21
  BioA inh: 5.9
> O=C(O)C[C@H]1C[C@@H]2c3cc(NC(=O)NC4CCCC4)ccc3O[C@@H]2[C@@H](CO)O1
  BioA inh: 0.7

# (continued)
smiles	BioA inh
C[C@@H]1CN([C@@H](C)CO)C(=O)c2cccc(NC(=O)Nc3ccccc3)c2O[C@H]1CN(C)Cc1ccc(C(=O)Nc2ccccc2N)cc1	2.6
C[C@@H]1CCCCO[C@H](CN(C)S(=O)(=O)c2cn(C)cn2)[C@@H](C)CN([C@H](C)CO)C(=O)c2cc(NC(=O)Nc3ccc4c(c3)OCO4)ccc2O1	-2.4
C[C@@H]1CN([C@H](C)CO)C(=O)c2cc(NS(=O)(=O)c3ccc(Cl)cc3)ccc2O[C@@H](C)CCCCO[C@@H]1CN(C)S(=O)(=O)c1ccc(Cl)cc1	-2.7
C/C=C/c1cnc2c(c1)C(=O)N([C@H](C)CO)C[C@H](C)[C@@H](CN(C)Cc1ccccc1)O2	-1.1
CCCNC(=O)N(C)C[C@H]1Oc2ncc(/C=C/c3ccccc3)cc2C(=O)N([C@@H](C)CO)C[C@@H]1C	3.1
C[C@H](CO)N1C[C@H](C)[C@H](CN(C)C(=O)Nc2ccc(F)cc2)Oc2cc(/C=C/c3ccccc3)ccc2S1(=O)=O	-1.6
C[C@H]1CN([C@@H](C)CO)C(=O)c2cc(NC(=O)NC3CCCCC3)ccc2O[C@@H]1CN(C)S(=O)(=O)c1ccc(Cl)cc1	-1.9
O=C(NCc1cccc(F)c1)[C@H]1[C@H](CO)[C@H]2Cn3c(cccc3=O)[C@@H]1N2	-1.7
C[C@@H]1CN([C@H](C)CO)S(=O)(=O)c2ccc(-c3cccc(C#N)c3)cc2O[C@@H]1CN(C)C(=O)c1cccnc1	0.8
COc1ccc(NC(=O)Nc2ccc3c(c2)C(=O)N([C@@H](C)CO)C[C@@H](C)[C@H](CN(C)S(=O)(=O)c2ccc(OC)cc2)OCCCC[C@@H](C)O3)cc1	0.1
Cc1noc(C)c1S(=O)(=O)Nc1ccc2c(c1)CC(=O)N([C@@H](C)CO)C[C@@H](C)[C@@H](CN(C)C(=O)Nc1cccc3ccccc13)O2	3.9
Cc1ccc(S(=O)(=O)N[C@@H]2C=C[C@@H](CC(=O)N3CCC(Cc4ccccc4)CC3)O[C@H]2CO)cc1	4.1
C[C@@H]1CCCCO[C@H](CN(C)C(=O)CCCN(C)C)[C@H](C)CN([C@@H](C)CO)C(=O)c2cc(NC(=O)Nc3ccc4c(c3)OCO4)ccc2O1	-3.7
COc1cccc(-c2ccc3n(c2=O)C[C@H]2[C@H](CO)[C@@H](C(=O)N(C)C)N(C(=O)C4CC4)[C@@H]32)c1	0.5
CC=Cc1ccc2n(c1=O)C[C@@H]1[C@@H](CO)[C@H](C(=O)NCC3CC3)[C@H]2N1Cc1ccccc1OC (mixture of isomers)	-0.2
Cc1cccc(NC(=O)Nc2ccc3c(c2)C(=O)N(C)[C@@H]2CC[C@@H](CC(=O)O)O[C@@H]2CO3)c1	9.7
C[C@@H]1CN([C@H](C)CO)C(=O)c2cc(/C=C/c3ccccc3)cnc2O[C@@H]1CN(C)S(C)(=O)=O	3.0
CCN(C[C@H]1N[C@@H](CO)[C@@H]1c1ccc(-c2ccc(F)cc2)cc1)C(=O)COC	2.0
C[C@@H]1CN([C@@H](C)CO)C(=O)c2cc(NC(=O)Nc3ccccc3)ccc2O[C@@H]1CN(C)C(=O)Nc1ccccc1	3.0
C[C@@H]1CN([C@@H](C)CO)C(=O)Cc2cc(NS(=O)(=O)c3cn(C)cn3)ccc2O[C@H]1CN(C)S(=O)(=O)c1cccs1	-0.3
Cc1noc(C)c1S(=O)(=O)Nc1cccc2c1O[C@H](CN(C)C(=O)Nc1ccccc1)[C@H](C)CN([C@@H](C)CO)C2=O	0.6
CO[C@@H]1CC[C@H]2CCOc3ccc(C#N)cc3C(=O)N(C)C[C@@H](OC)[C@H](C)C(=O)N(C)C[C@@H]1O2	-0.9
C[C@@H]1CN([C@@H](C)CO)C(=O)Cc2cc(NC(=O)NC3CCCCC3)ccc2O[C@H]1CN(C)C(=O)Nc1cccc2ccccc12	0.2
O=C(O)C[C@@H]1C[C@H]2c3cc(NC(=O)NC4CCCCC4)ccc3O[C@H]2[C@@H](CO)O1	-0.3

# For reference, two of the compounds above.
smiles	BioA inh
C[C@@H]1CN([C@@H](C)CO)C(=O)Cc2cc(NC(=O)NC3CCCCC3)ccc2O[C@H]1CN(C)C(=O)Nc1cccc2ccccc12	0.2
O=C(O)C[C@@H]1C[C@H]2c3cc(NC(=O)NC4CCCCC4)ccc3O[C@H]2[C@@H](CO)O1	-0.3

# (cont.)
smiles	BioA inh
OC[C@H]1[C@H](c2ccc(-c3ccccc3F)cc2)[C@@H]2CN(Cc3cncnc3)CCCCN12	3.6
CCC(=O)Nc1ccc2c(c1)C(=O)N(C)[C@@H]1CC[C@H](CC(=O)NCC3CCCCC3)O[C@@H]1CO2	-3.0
CN(C)CC#Cc1ccc([C@@H]2[C@@H](CO)N3CCCCN(C(=O)Nc4cc(F)ccc4F)C[C@H]23)cc1	-3.0
C[C@@H]1CCCCO[C@@H](CN(C)C(=O)Nc2ccc3c(c2)OCO3)[C@H](C)CN([C@@H](C)CO)C(=O)c2cc(NC(=O)Nc3ccccc3)ccc2O1	-1.9
CCCNC(=O)C[C@H]1CC[C@H]2[C@@H](COc3ccc(NC(=O)Nc4c(C)noc4C)cc3C(=O)N2C)O1	-1.3
O=C(C1CCC1)N1C[C@H]2[C@@H](c3ccccc31)[C@@H](CO)N2C(=O)c1ccccc1F	5.8
CC(C)NC(=O)N1CC[C@@H]2[C@H]1c1cc(C#Cc3cccnc3)ccc1N(C)[C@@H]2CO	21
CN(C)C(=O)C[C@H]1C=C[C@@H](NC(=O)NC2CCCC2)[C@H](CO)O1	0.7
COCC#Cc1cnc2c(c1)C(=O)N([C@H](C)CO)C[C@@H](C)[C@H](CN(C)C(C)=O)O2	-0.9
C[C@@H]1CCCCO[C@H](CN(C)Cc2ccc3c(c2)OCO3)[C@H](C)CN([C@@H](C)CO)C(=O)c2cc(NC(=O)C3CCCCC3)ccc2O1	2.5
COC(=O)C(CC#Cc1ccc2c(c1)[C@]1(C(=O)N2)[C@H](c2ccc(O)cc2)N2[C@H](c3ccccc3)[C@H](c3ccccc3)OC(=O)[C@H]2[C@@H]1C(=O)NC[C@H](O)c1ccccc1)C(=O)OC	-1.5
CC(C)CC#Cc1ccc2c(c1)O[C@H](CN(C)S(=O)(=O)c1cccc(F)c1)[C@H](C)CN([C@@H](C)CO)S2(=O)=O	0.1
O=C(Nc1ccccc1)N[C@H]1CC[C@@H](CCNS(=O)(=O)c2ccccc2F)O[C@@H]1CO	3.3

# This is a subset; rates above refer to the full screens.
